CIT2-GFP yeast: modulators of CIT2-GFP expression in yeast, primary screen, S. cerevisiae, GFP fusion, multiplex flow cytometry, MLPCN library; GFP response vs DMSO, % at 10 µM; S. cerevisiae CIT2-GFP strain, 3 h; 100 means same as DMSO wells; 0.065% of 320,000 active;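 active = GFP response relative to DMSO above a set limit, near the screen mean plus 3 SD, cut at about 150% in these data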;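 note: ratio of well median GFP fluorescence to mean of DMSO wells on the plate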
Efflux pump mplx: inhibitors of Candida efflux pumps in yeast, primary screen, S. cerevisiae, Nile Red, multiplex; S. cerevisiae Candida pump triplex; inhibition, % at 10 µM; 0.44% of 330,000 active; AID 485275, 2010;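 active = plate passing quality check with inhibition over a set limit, or well fluorescence over plate mean plus 4 SD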;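 note: Nile Red retained in pooled yeast measured as flow cytometry median fluorescence; 0% = buffer negative control and 100% = Enniatin B positive control; higher means more Nile Red kept so more efflux inhibition; some compounds called inactive have numbers as strong as hits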
AGP1 TOR yeast: modulators of AGP1-GFP expression in yeast TOR pathway, primary screen, cell-based, multiplex flow cytometry, S. cerevisiae, MLPCN library; 3 h; GFP as percent of DMSO wells; GFP response vs DMSO, % at 10 µM; 0.02% of 320,000 active; AID 2066, 2009;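 active = GFP response relative to DMSO above a set limit, near screen average plus 3 SD, cut at about 150% in these data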;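 note: median GFP channel fluorescence of the gated AGP1 strain per well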
LAP4 TOR yeast: modulators of LAP4-GFP expression in yeast, primary screen, S. cerevisiae, multiplex flow cytometry, MLPCN library; GFP response vs DMSO, % at 10 µM; AID 2023, 2009; 3 h; median GFP as percent of DMSO wells; 0.34% of 320,000 active;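 active = GFP response vs DMSO above a set limit, about the screen mean plus 3 SD, cut at about 150% in these data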
AHR activator: AHR activators, primary screen, cell-based, luminescence, luciferase reporter, human; AHR-responsive luciferase reporter cells; 2.5% of 320,000 active; activation, % at 5 µM; AID 2796, 2010; in the data active = activation above about 47%;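 note: 0% = vehicle wells and 100% = reference agonist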
Target sequence (P35869 whole entry, looked up): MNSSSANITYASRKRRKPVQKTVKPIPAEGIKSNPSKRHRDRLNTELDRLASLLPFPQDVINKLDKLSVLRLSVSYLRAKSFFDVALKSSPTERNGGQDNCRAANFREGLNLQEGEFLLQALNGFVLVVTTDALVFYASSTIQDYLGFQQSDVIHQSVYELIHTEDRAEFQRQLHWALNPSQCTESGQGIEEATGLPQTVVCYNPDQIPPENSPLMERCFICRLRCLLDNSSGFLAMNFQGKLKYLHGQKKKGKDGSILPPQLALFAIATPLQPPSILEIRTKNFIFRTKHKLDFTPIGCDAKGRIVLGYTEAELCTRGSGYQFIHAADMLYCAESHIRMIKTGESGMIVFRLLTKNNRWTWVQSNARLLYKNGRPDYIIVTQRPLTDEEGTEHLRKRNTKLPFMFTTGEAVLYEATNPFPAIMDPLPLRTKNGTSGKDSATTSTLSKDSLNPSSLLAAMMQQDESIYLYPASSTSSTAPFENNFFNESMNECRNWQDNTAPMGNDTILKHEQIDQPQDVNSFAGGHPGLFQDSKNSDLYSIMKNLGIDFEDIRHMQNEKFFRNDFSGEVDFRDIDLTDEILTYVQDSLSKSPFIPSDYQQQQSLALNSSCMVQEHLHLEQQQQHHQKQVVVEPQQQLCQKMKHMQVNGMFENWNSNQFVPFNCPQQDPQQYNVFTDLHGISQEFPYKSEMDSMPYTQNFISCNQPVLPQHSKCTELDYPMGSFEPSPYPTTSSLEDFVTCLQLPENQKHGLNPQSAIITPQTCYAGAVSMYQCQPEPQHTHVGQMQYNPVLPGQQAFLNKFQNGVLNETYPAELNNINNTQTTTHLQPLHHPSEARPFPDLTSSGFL
MEP2 TOR yeast: modulators of MEP2-GFP levels in yeast, primary screen, S. cerevisiae, multiplex flow cytometry, MLPCN library. AID 2016, 2009. 0.51% of 330,000 active. S. cerevisiae MEP2-GFP strain, 3 h; 100% = DMSO control level. GFP response vs DMSO, % at 10 µM;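 active = GFP response versus DMSO above a set limit, roughly screen mean plus 3 SD, cut at about 180% in these data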;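 note: median GFP fluorescence of the barcode-gated MEP2-GFP cells per well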
Yeast superoxide: reduction of superoxide in aged yeast, primary screen, HTS | AID 2690, 2010 | S. cerevisiae aged cells, superoxide DHE fluorescence; hits give low values | superoxide response (% of plate mean), % at 10 µM | 0.18% of 330,000 active;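 active = superoxide response under a set limit, about three screen SD below normal, cut at about 65% in these data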;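 note: yeast aged for seven days with compound at 30 °C before DHE staining; 100% = average MFI of all compound-treated wells on the plate with controls excluded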
RPL19A-GFP yeast: RPL19A-GFP expression modulators in yeast, primary screen, cell-based, S. cerevisiae, multiplex flow cytometry, MLPCN; S. cerevisiae RPL19A-GFP strain, 3 h; hits give low values; percent response vs DMSO, % at 10 µM; 0.3% of 330,000 active;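 active = percent response vs DMSO below 50%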;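 note: median channel GFP fluorescence of the barcoded RPL19A-GFP strain; ratio of sample median GFP to plate DMSO average so 100% = DMSO; lower means less RPL19A-GFP as with rapamycin TOR inhibition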
Starred values were filed as active, the others as inactive; nt = no result given.

SMILES | CIT2-GFP yeast | Efflux pump mplx | AGP1 TOR yeast | LAP4 TOR yeast | AHR activator | MEP2 TOR yeast | Yeast superoxide | RPL19A-GFP yeast
Clc1nccc(NCc2ccccc2)n1 | 96 | -0.1 | 103 | 107 | -3 | 103 | 91 | 93
O=C(NC(=S)NCCCN1CCOCC1)c1ccc([N+](=O)[O-])cc1 | 109 | 0.0 | 92 | 81 | -4 | 101 | 120 | 99
N#CCCn1cc(C(=O)Nc2cccc(C(=O)O)c2)c(-c2ccc(Cl)cc2)n1 | 101 | -0.1 | 92 | 84 | -2 | 98 | 96 | 96
O=C(NCC1CCCO1)c1cccc(S(=O)(=O)Nc2cccc(C(F)(F)F)c2)c1 (configuration not stated) | 120 | 0.0 | 108 | 96 | 0 | 108 | 82 | 103
CC1CCN(CCCNS(=O)(=O)c2ccc3c(c2)CCN3C(=O)C2CC2)CC1 | 98 | 0.1 | 100 | 92 | 0 | 93 | 103 | 94
O=C(CCCCCNC(=O)N1CCn2c1nc1ccccc12)NCc1ccccc1Cl | 81 | -0.2 | 85 | 74 | 2 | 78 | 81 | 84
NC(=O)c1ccc(F)cc1 | 103 | 0.0 | 102 | 105 | 1 | 106 | 111 | 99
COc1ccccc1-c1nnc(SCC(=O)N2CCOCC2)n1-c1ccccc1 | 103 | 0.0 | 99 | 98 | 7 | 100 | 87 | 95
O=C(NCC1CCCO1)c1nc2c(nnn2Cc2ccc(F)cc2)c(=O)[nH]1 (configuration not stated) | 107 | -0.1 | 110 | 99 | 1 | 96 | 102 | 108
CCOC(=O)C1(Cc2ccccc2Cl)CCN(C(=O)CCn2ccnc2C)CC1 | 131 | 0.1 | 132 | 157* | 1 | 388* | 111 | 79
CC1CCN(Cc2c(O)ccc3c2O/C(=C\c2ccco2)C3=O)CC1 | 105 | 0.2 | 96 | 92 | 0 | 106 | 91 | 105
COc1cc(C(=O)NCc2nnc(SCC(=O)c3ccccc3)o2)cc(OC)c1OC | 92 | 0.0 | 97 | 91 | 5 | 103 | 101 | 99
C/C(=N/O)c1ccc2c(c1)OCCOCCOc1cc(/C(C)=N/O)ccc1OCCOCCO2 | 99 | 0.1 | 93 | 86 | 3 | 102 | 108 | 105
O=C(O)c1cn(Cc2ccccc2)c2ccccc2c1=O | 89 | -0.1 | 93 | 72 | 4 | 80 | 98 | 99
Cc1ccccc1CN1CCN(CC2CC2)CC1CCO (configuration not stated) | 95 | 0.0 | 94 | 84 | -2 | 101 | 104 | 100
COc1cc(C(=O)Nc2ccc3c(c2)CCN3C(C)=O)cc(OC)c1OC | 101 | -0.1 | 108 | 105 | 0 | 108 | 90 | 98
Cn1c(=O)c2c(nc(N3CCCCC3)n2C)n(C)c1=O | 106 | -0.1 | 100 | 90 | 0 | 95 | 98 | 96
Cc1cc(C)cc(N2C(=O)CC(n3nc(C)cc3C)C2=O)c1 (configuration not stated) | 99 | 0.0 | 98 | 99 | 5 | 100 | 100 | 96
CC(C)CC1NC(=O)c2ccc(Cl)cc2-n2c1nc1cc(F)ccc1c2=O (configuration not stated) | 101 | 0.0 | 106 | 101 | 3 | 100 | 106 | 102
CC(C)(C)C(=O)Cn1c(=N)n(Cc2ccccc2)c2ccccc21 | 97 | -0.1 | 89 | 90 | 1 | 92 | 97 | 90
COc1ccc(CC(=O)n2c(CC#N)nc3ccccc32)cc1OC | 103 | 0.0 | 98 | 100 | 15 | 100 | 98 | 95
CCNC(=S)Nc1cc(OC)c(NC(=O)c2ccco2)cc1OC | 96 | 0.1 | 98 | 113 | 0 | 102 | 88 | 93
CC1Sc2ccc(S(=O)(=O)CCC(=O)N(C)Cc3ccco3)cc2NC1=O (configuration not stated) | 101 | 0.1 | 100 | 91 | 3 | 100 | 96 | 97
CCC(C(=O)NC1CCCC1)n1nc(C)n2c(cc3occc32)c1=O (configuration not stated) | 100 | -0.1 | 104 | 107 | 1 | 120 | 95 | 110
CC(c1ccco1)N(C(=O)C12CC3CC(CC(C3)C1)C2)c1ccccn1 (configuration not stated) | 101 | -0.2 | 103 | 98 | -1 | 102 | 82 | 98
Cc1ccc(O)c(NC(=O)C2CCCN2C(=O)OCc2ccccc2)c1 (configuration not stated) | 99 | 0.1 | 89 | 96 | 1 | 102 | 105 | 96
C#CCOCCOCCOCCNc1nc(N2CCN(C(=O)C([C@@H](C)CC)n3cc(C(N)CC(C)C)nn3)CC2)nc(N2CCN(C(=O)[C@H](CCC(=O)O)n3cc(C(N)Cc4ccc(O)cc4)nn3)CC2)n1 (some centres not stated) | 110 | 0.1 | 91 | 106 | 0 | 96 | 103 | 103
Cc1ccnc(NC(=O)Nc2ccc3c(c2)OCO3)c1 | 104 | 0.0 | 95 | 89 | 9 | 104 | 97 | 104
Cn1cc(C=O)c2ccccc21 | 101 | 0.0 | 105 | 105 | 12 | 107 | 101 | 108
Cc1nonc1NC(=O)CSc1nc2ccc(Cl)cc2[nH]1 | 97 | 0.1 | 104 | 96 | 18 | 99 | 104 | 105

9 structures out of the list, sorted by count of non-hydrogen atoms, largest number first.
SMILES | CIT2-GFP yeast | Efflux pump mplx | AGP1 TOR yeast | LAP4 TOR yeast | AHR activator | MEP2 TOR yeast | Yeast superoxide | RPL19A-GFP yeast
C#CCOCCOCCOCCNc1nc(N2CCN(C(=O)C([C@@H](C)CC)n3cc(C(N)CC(C)C)nn3)CC2)nc(N2CCN(C(=O)[C@H](CCC(=O)O)n3cc(C(N)Cc4ccc(O)cc4)nn3)CC2)n1 (some centres not stated) | 110 | 0.1 | 91 | 106 | 0 | 96 | 103 | 103
CC1Sc2ccc(S(=O)(=O)CCC(=O)N(C)Cc3ccco3)cc2NC1=O (configuration not stated) | 101 | 0.1 | 100 | 91 | 3 | 100 | 96 | 97
Cc1ccc(O)c(NC(=O)C2CCCN2C(=O)OCc2ccccc2)c1 (configuration not stated) | 99 | 0.1 | 89 | 96 | 1 | 102 | 105 | 96
CCC(C(=O)NC1CCCC1)n1nc(C)n2c(cc3occc32)c1=O (configuration not stated) | 100 | -0.1 | 104 | 107 | 1 | 120 | 95 | 110
CCNC(=S)Nc1cc(OC)c(NC(=O)c2ccco2)cc1OC | 96 | 0.1 | 98 | 113 | 0 | 102 | 88 | 93
Cc1cc(C)cc(N2C(=O)CC(n3nc(C)cc3C)C2=O)c1 (configuration not stated) | 99 | 0.0 | 98 | 99 | 5 | 100 | 100 | 96
Cc1nonc1NC(=O)CSc1nc2ccc(Cl)cc2[nH]1 | 97 | 0.1 | 104 | 96 | 18 | 99 | 104 | 105
Cc1ccnc(NC(=O)Nc2ccc3c(c2)OCO3)c1 | 104 | 0.0 | 95 | 89 | 9 | 104 | 97 | 104
Cn1cc(C=O)c2ccccc21 | 101 | 0.0 | 105 | 105 | 12 | 107 | 101 | 108

Next part
SMILES | CIT2-GFP yeast | Efflux pump mplx | AGP1 TOR yeast | LAP4 TOR yeast | AHR activator | MEP2 TOR yeast | Yeast superoxide | RPL19A-GFP yeast
CCOC(=O)c1c(NC(=O)COC(=O)CC(NC(C)=O)c2ccccc2)sc(C(=O)NC)c1C (configuration not stated) | 101 | -0.2 | 117 | 111 | 5 | 107 | 94 | 104
CC(Sc1nnc(-c2ccco2)o1)C(=O)NCCC1=CCCCC1 (configuration not stated) | 108 | -0.2 | 102 | 107 | 0 | 110 | 112 | 112
COCCCN1C(=O)/C(=C\c2cccs2)C(C(=O)OC)=C1C | 91 | 0.1 | 96 | 102 | 4 | 103 | 100 | 106
COc1ccc2[nH]c(C(=O)N(C)Cc3ccccc3)c(C)c2c1 | 84 | 0.4 | 90 | 106 | -1 | 94 | 116 | 92
CCOC(=O)C1CCCN(C(=O)c2cn(CC)c(=O)c3cc(OC)c(OC)cc23)C1 (configuration not stated) | 95 | 0.1 | 95 | 103 | -1 | 96 | 105 | 95
CC(=O)c1c(C)[nH]c2ccccc2c1=O | 113 | 0.0 | 110 | 108 | 1 | 110 | 102 | 105
O=C(CNC(=O)C12CC3CC(CC(C3)C1)C2)Nc1ncccc1O | 92 | -0.1 | 97 | 105 | -1 | 98 | 114 | 99
O=C(NCc1ccc(Cl)cc1)C1CCN(c2cnccn2)CC1 | 97 | -0.1 | 83 | 110 | 4 | 71 | 101 | 98
O=C(NCc1ccco1)C(c1ccncc1)N(C(=O)Cn1nnc2ccccc21)c1ccccc1 (configuration not stated) | 102 | -0.1 | 110 | 96 | 2 | 106 | 104 | 103
COc1ccc(CC(=O)NC(C)c2nnc(SCc3nc4ccccc4c(=O)[nH]3)n2C)cc1 (configuration not stated) | 102 | 0.1 | 102 | 100 | 11 | 102 | 119 | 97
Cc1ccc2[nH]c(=O)c3cc(C(=O)NC(C)C)sc3c2c1 | 97 | 0.2 | 91 | 85 | -3 | 103 | 97 | 101
O=C(O)c1ccc(COc2c(F)c(F)cc(F)c2F)o1 | 98 | 0.0 | 101 | 90 | -3 | 108 | 103 | 97
COc1ccc(C(=O)N/C(=C/c2cccnc2)C(=O)N2CCN(C)CC2)cc1OC | 90 | 0.1 | 89 | 87 | 5 | 86 | 84 | 90
CCCCCC(=O)Nc1ccc(N2CCN(C(=O)CCC)CC2)cc1 | 96 | 0.1 | 103 | 104 | -3 | 101 | 104 | 103
CCOc1ccc(C(C)(O)CN2CCOCC2)cc1 (configuration not stated) | 93 | 0.2 | 94 | 98 | 3 | 98 | 105 | 97
CN(C)c1ccc(C2Nc3ccccc3C(=O)N2NS(=O)(=O)c2ccccc2)cc1 (configuration not stated) | 98 | 0.3 | 102 | 100 | 4 | 98 | 116 | 101
O=C1C(=O)c2ccc(-c3ccccc3)cc2-c2ccccc21 | 76 | 0.0 | 92 | 158* | 4 | 103 | 111 | 98
OCCNCc1c(OCc2ccc(Cl)cc2)ccc2ccccc12 | 109 | 0.0 | 102 | 98 | 21 | 110 | 76 | 103
CCOC(=O)C1(Cc2ccccc2C)CCCN(C(=O)CCc2c(C)noc2C)C1 (configuration not stated) | 98 | 0.0 | 95 | 86 | 4 | 106 | 94 | 98
COc1cc(NS(=O)(=O)c2ccc3c(c2)NC(=O)CO3)cc(OC)c1 | 107 | 0.0 | 100 | 102 | 2 | 108 | 86 | 100
CCc1ccccc1NS(=O)(=O)c1cc(C)ccc1OC | 106 | 0.0 | nt | 105 | 12 | 102 | 73 | 97
Cc1ccc(O)c(NC(=O)Cc2ccc3ccccc3c2)c1 | 92 | 0.0 | 93 | 106 | 1 | 140 | 91 | 96
CCOc1ccc(C(=O)NC2CC(=O)N(c3ccc4c(c3)OCCO4)C2)cc1 (configuration not stated) | 96 | -0.1 | 109 | 122 | 6 | 98 | 106 | 100
